POLB inh – qHTS Assay for Inhibitors of DNA Polymerase Beta. P06746. Pol beta primer extension/strand displacement, fluorescence kinetic. Potency, µM (titrated, usually from 114 µM), for inactives: top-dose activity change, negative = inhibition, most hits filed as inhibitors. 1.3% of 340,000 active. AID 485314, 2010; further: on the % scale 0 is the no-effect control and ±100 the full control effect
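Pol beta (10 nM) and compounds were preincubated 15 min at room temperature, then 50 nM substrate (final) started primer extension/strand displacement. Reads were taken at 0 and 10 min; concentration-response data were fitted to a four-parameter Hill equation.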
G9a block – qHTS Assay for Inhibitors of Histone Lysine Methyltransferase G9a. G9a H3K9 monomethylation, AlphaScreen, 2 h. 8.8% of 350,000 active. Histone-lysine N-methyltransferase EHMT2 (Homo sapiens), Q96KQ7. Potency, µM (top dose mostly 102 µM), for inactives: at the top dose activity, negative = inhibition, actives largely listed as inhibitors; further: on the % scale 0 is the no-effect control and ±100 the full control effect; nearly all actives have a fitted effect of over 75% in size
Target sequence (Q96KQ7 913-1193 limits assumed): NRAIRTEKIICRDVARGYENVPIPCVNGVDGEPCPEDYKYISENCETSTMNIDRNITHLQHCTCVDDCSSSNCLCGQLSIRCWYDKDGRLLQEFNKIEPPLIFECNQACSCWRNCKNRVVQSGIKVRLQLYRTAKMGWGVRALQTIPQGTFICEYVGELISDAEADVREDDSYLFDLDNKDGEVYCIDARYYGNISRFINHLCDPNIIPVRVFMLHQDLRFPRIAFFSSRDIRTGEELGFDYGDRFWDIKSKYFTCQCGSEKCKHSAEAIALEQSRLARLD
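G9a (20 nM) was preincubated 15 min with compound, then reacted 2 h at room temperature with 500 nM biotin-H3K9 peptide and 20 µM SAM. Monomethyl-H3K9 detected by AlphaScreen using anti-H3K9me1 antibody.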
POLI inh – qHTS for Inhibitors of Polymerase Iota; DNA polymerase iota (Homo sapiens), Q9UNA4; AID 588590, 2011; Pol iota fluorescent replication assay, 10 min; 1% of 390,000 active; Potency, µM (doses to about 115 µM), without a hit: top-dose activity, negative = inhibition, hits mostly inhibitors
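Fluorescent replication assay read twice, at 0 min and 10 min after adding 50 nM (final) substrate. Enzyme (10 nM) and compounds were first incubated 15 min at room temperature; enzyme-free buffer wells were negative controls.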
Pol eta inh – qHTS for Inhibitors of Polymerase Eta | Potency, µM (top dose mostly 114 µM), inactives show top-dose activity change, negative = inhibition, usual class: inhibitors | recombinant Pol eta, fluorescent DNA replication assay | 1.2% of 390,000 active; further: on the % scale 0 is the no-effect control and ±100 the full control effect
Target sequence (Q9Y253 whole entry, looked up): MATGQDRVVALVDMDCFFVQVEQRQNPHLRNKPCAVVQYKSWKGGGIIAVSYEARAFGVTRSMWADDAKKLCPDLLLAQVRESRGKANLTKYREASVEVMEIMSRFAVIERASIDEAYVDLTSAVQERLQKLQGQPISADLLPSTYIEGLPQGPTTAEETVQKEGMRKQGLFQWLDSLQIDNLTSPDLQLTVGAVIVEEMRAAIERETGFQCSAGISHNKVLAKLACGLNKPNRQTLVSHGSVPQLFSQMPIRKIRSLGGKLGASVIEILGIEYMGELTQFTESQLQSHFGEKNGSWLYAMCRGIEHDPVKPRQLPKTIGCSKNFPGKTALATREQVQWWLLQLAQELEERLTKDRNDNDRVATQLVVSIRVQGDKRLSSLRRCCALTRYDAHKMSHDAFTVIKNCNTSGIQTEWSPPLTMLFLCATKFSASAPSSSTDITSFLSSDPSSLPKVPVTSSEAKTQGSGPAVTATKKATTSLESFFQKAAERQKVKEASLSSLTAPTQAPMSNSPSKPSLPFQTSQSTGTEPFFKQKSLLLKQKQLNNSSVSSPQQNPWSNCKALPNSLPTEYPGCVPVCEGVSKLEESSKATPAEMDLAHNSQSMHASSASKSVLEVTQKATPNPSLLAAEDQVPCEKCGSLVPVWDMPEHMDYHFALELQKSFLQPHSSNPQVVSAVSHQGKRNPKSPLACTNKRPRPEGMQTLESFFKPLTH
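Fluorescent replication assay: 50 nM final substrate added after a 15 min room-temperature compound preincubation with 10 nM enzyme. Signal taken at 0 min and again at 10 min.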
BLM helicase inh – qHTS Assay for Inhibitors of Bloom's syndrome helicase (BLM). recombinant BLM DNA unwinding, fluorescence dequenching. 0.2% of 350,000 active. Potency, µM (doses to about 56.1 µM), for the others: top-dose activity change, negative = inhibition, actives largely listed as inhibitors;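 further: plate controls were vehicle for no effect and no enzyme for full effect; nearly all actives have a fitted effect of over 35% in size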
Pol kappa inh – qHTS for Inhibitors of Polymerase Kappa; Potency, µM (series often up to 107 µM), for the others: at the top dose activity, negative = inhibition, most hits filed as inhibitors; purified Pol kappa, fluorescent DNA synthesis assay, 10 min; 0.53% of 400,000 active; DNA polymerase kappa (Homo sapiens), Q9UBT6; further: on the % scale 0 is the no-effect control and ±100 the full control effect
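Kinetic fluorescence screen: compound preincubated 15 min RT with 10 nM enzyme; 50 nM substrate (final) initiates; reads at 0/10 min.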
BAZ2B inh – qHTS Assay for Inhibitors of BAZ2B; AlphaScreen BAZ2B-H3K14Ac peptide displacement; 4.4% of 360,000 active; Potency, µM (top dose mostly 114 µM), for inactives: top-dose activity change, negative = inhibition, usual class: inhibitors; further: on the % scale 0 is the no-effect control and ±100 the full control effect; nearly all actives have a fitted effect of over 60% in size
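In this displacement format the biotinylated H3(5-23) peptide acetylated at Lys14 serves as ligand at 50 nM, with BAZ2B at 50 nM in PBS pH 7.4 containing 0.01% Tween-20. Donor and acceptor beads are 10 ug/mL final.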
APEX1 inh – qHTS Assay for Inhibitors of the Human Apurinic/apyrimidinic Endonuclease 1 (APE1). 0.35% of 350,000 active. DNA repair nuclease/redox regulator APEX1 (Homo sapiens), P27695. Potency, µM (titrated, usually from 65.8 µM), inactives show top-dose activity change, negative = inhibition, hits mostly inhibitors. recombinant APE1, TAMRA/BHQ-2 abasic DNA cleavage fluorescence;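 further: plate controls were vehicle for no effect and reference inhibitor for full effect; nearly all actives have a fitted effect of over 55% in size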
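Compound pre-exposure to 0.75 nM APE1, 15 min at ambient temperature. Reaction initiated with 50 nM TAMRA/BHQ-2 THF substrate, read immediately in kinetic mode, 525 nm excitation, 598 nm emission.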
JMJD2A Tudor inh – qHTS Assay for Inhibitors of JMJD2A-Tudor Domain | Lysine-specific demethylase 4A (Homo sapiens), O75164 | AlphaScreen JMJD2A-Tudor / H3K4me3 peptide binding | Potency, µM (doses to about 114 µM), for the others: at the highest dose activity change, negative = inhibition, usual class: inhibitors | 4.4% of 390,000 active; further: on the % scale 0 is the no-effect control and ±100 the full control effect; nearly all actives have a fitted effect of over 50% in size
Starred values were filed as active, the others as inactive; ? = inconclusive; . = no result given; & = joins results of further samples; [ ] = another dose, or the depositor's remark. The call rests on the fitted dose curve; in most records, active means well fitted curve in the direction sought with a large enough effect; inconclusive means small, poorly fitted or top-dose-only effect, or another doubt; inactive means no such curve, though single readings can be large; an effect the other way counts as inactive or inconclusive. Potency means the concentration at half of the fitted maximal effect. An excerpt (hit frequency here may not be typical).

#	smiles	APEX1 inh	G9a block	JMJD2A Tudor inh	POLB inh	BLM helicase inh	Pol eta inh	POLI inh	Pol kappa inh	BAZ2B inh
1	C[C@H](NC(=O)c1nc[nH]c1C(=O)N[C@@H](Cc1ccccc1)C(=O)OCc1ccccc1)c1ccccc1	-7%	-1%[12.7 µM]	-22%	17%	-15%	-18%	12%	-5%	-19%
2	O=C1OC(Nc2nc(-c3ccc(F)cc3)cs2)c2ccccc21 (stereo not given)	-13%	5%	-20%	4%	-2%	-5%	0%	9%	-2%
3	CCOc1ccc(NC(=O)CSc2nncn2C)cc1	7%	1%	7%	58%	-3%	-14%	95%[activator]	2%	-8%
4	Cc1cc(S(=O)(=O)N2CCN=C2c2ccccc2)c(C)cc1Cl	6%	20%[59 µM]	6%	14%	-6%	-11%	7%	0%	-1%
5	O=c1[nH]c(CN2CCC(c3nc4ccccc4s3)CC2)nc2sc3c(c12)CCC3	4%	3%[59 µM]	.	-3%	0%	.	.	.	1%
6	Cc1ccc(NC(=O)C(=O)NCC(c2cccnc2)N2CCN(C)CC2)cc1 (stereo not given)	.	-6%[59 µM]	-20%	-30%	-9%	-8%	16%	-13%	-13%
7	Cc1sc2ncnc(N3CCC(C(=O)N(C)CC(=O)Nc4ccc(Cl)c(C(F)(F)F)c4)CC3)c2c1C	27%	-16%	-23%	.	.	-16%	33%[activator]	-4%	-1%
8	CC(=O)CCc1ccccc1	6%&1%	14%[12.7 µM]	-21%	.	.	-10%	23%	5%	-6%
9	CNC(=O)NC(=O)C(C)N1CCN(C/C=C/c2ccccc2)CC1 (stereo not given)	2%	?	-5%	-25%	-1%	-11%	57%[activator]	2%	-16%
10	Cc1c(O)ccc(-c2[nH]ncc2-c2nc3ccccc3s2)c1O	-4%	12%[12.7 µM]	?	?	-7%	-12%	11%	-15%	-29%
11	O=C1NCCOC(=O)[C@@H](Cc2ccc(F)cc2)C/C=C\C[C@@H]1CC(=O)N(CCO)Cc1ccccc1	-42%	.	-15%	.	.	7%	22%	-1%	.
12	O=C(COc1ncnc2ccc(Br)cc12)NCc1ccco1	-2%	?	-18%	-16%	-4%	-5%	26%	-2%	3%
13	CS(=O)(=O)Cc1cccc(C(=O)NN(c2ccccc2)c2ccccc2)c1	-3%[12.4 µM]	14%[59 µM]	-20%	-1%	-3%	-11%	157%[activator]	-8%	6%
14	COc1cccc(C2=CC(c3ccccc3F)n3c(nc4ccccc43)N2)c1 (stereo not given)	.	?	-14%	0%	-7%	-14%	12%	-21%[60.1 µM]	12%
15	NC(=S)NNC(=O)c1ccccc1Cl	-6%	6%	-5%	0%	-2%	-2%	-3%	-13%	-26%
16	CCOc1ccc(CCNC(=O)NCc2noc3ccc(C)cc23)cc1	.	-4%[59 µM]	-15%	16%	-2%	-17%	21%	1%	-35%
17	Cc1cc(C)cc(NC(=O)C2CCCN2S(=O)(=O)c2cccc3cccnc23)c1 (stereo not given)	21%	-3%	-1%	8%	-8%	-18%	30%[activator]	-4%	-12%
18	Cc1ccc(NC(=O)N2CCC(NC(=O)c3ccco3)CC2)cc1	6%	-3%	-6%	14%	-3%	-10%	2%	-10%	-12%
19	CCN(CC(=O)N1CCN(c2ccccc2)CC1)S(=O)(=O)c1ccc(C)cc1	3%	-4%	-19%	-26%	6%	-22%	12%	1%	-7%
20	c1cn(CCCNC2CCCCCCC2)cn1	.	.	40µM*	.	.	-22%	-19%[58.9 µM]	-8%	.
21	Cc1nn(C)c(C)c1/C=N/N=C1\CCC2C3CCc4cc(O)ccc4C3CCC12C (stereo not given)	-2%	7%[2.33 µM]	-14%	-12%	-2%	?	-4%	-9%	?
22	COc1cccc(N2C(=O)CC(N3CCC(C(N)=O)(N4CCCCC4)CC3)C2=O)c1 (stereo not given)	4%	?	-22%	-11%	-7%	3%	2%	11%	3%
23	Cc1nc2ccc(NC(=O)c3ccc(Br)o3)cc2s1	-1%	-26%	-9%	26%	-3%	-12%	32%[activator]	4%	-24%
24	CCc1nc2n(n1)C(O)c1cc([N+](=O)[O-])ccc1S2 (stereo not given)	1%	-2%	-4%	2%	-4%	-5%	13%[58.9 µM]	-12%	-3%
25	Cc1nnc2n(Cc3ccccc3)c(=O)c3c4c(sc3n12)COC(C(C)C)C4 (stereo not given)	-2%	20%[12.7 µM]	-17%	2%	-1%	1%	8%	6%	2%
26	CC1(C)Cc2c(C#N)c(SCc3nc4ccccc4[nH]3)nc(N3CCOCC3)c2CO1	-3%	40µM*	-22%	22%	-2%	2%	?	-18%	-3%
27	CCOC(=O)c1ccc(NC(=O)c2csc3c2CCCCC3)cc1	.	-24%[59 µM]	7%	7%	-5%	-11%	46%	1%	-1%
28	C=CCn1c(C(CCC(C)C)CC(C)(C)O)n[nH]c1=S (stereo not given)	4%	?	7.1µM*	-7%	-3%	-14%	9%	-9%	10%
29	CNC(=O)c1c(C)noc1C	16%	-1%	-7%	7%	1%	-8%	78%[activator]	-4%	-5%
30	CCC(C)NC(=O)Cn1c(-c2ccccc2)cc(C(C)=O)c1C (stereo not given)	16%	-15%	-15%	4%	-9%	-3%	3%	-16%	?
31	CCN(CC)C(=O)CN1C(=O)c2cccc3cccc(c23)C1=O	11%	1%	-6%	-17%	1%	-25%	68%[activator]	-6%	-2%
32	COc1cc(-c2nnn(CC(=O)Nc3ccc(OC(F)(F)F)cc3)n2)cc(OC)c1OC	.	7%[59 µM]	4%	21%	-9%	.	34%	2%	-16%
33	Cc1ccc(NC(=O)C2CCCN(S(=O)(=O)c3cnc[nH]3)C2)c(Br)c1 (stereo not given)	-1%	24%[59 µM]	?	1%	0%	-15%	-1%	-1%	10%
34	CCCCN(C(=O)c1ccccc1F)c1c(N)n(CCC)c(=O)[nH]c1=O	48%	8%	79µM*	9%	0%	-10%	137%[activator]	-5%	-12%
35	CCOC(=O)Nc1ccc2c(COC(=O)CN(C)S(=O)(=O)c3ccc(C)cc3)cc(=O)oc2c1	.	.	-20%	.	.	-18%	?	-32%	.
36	Cc1ccccc1Sc1ncnc2onc(C)c12	-5%	31%	7%	1%	-3%	-2%	3%	-12%	4%
37	Cc1ccc(C)c(-n2c(CNC(=O)c3ccco3)nnc2SCC(=O)Nc2nnc(C)s2)c1	-4%	?	-17%	40%	3%	0%	-7%	-3%	-31%
38	CC(=O)NC1C(OCc2ccccc2)OC(COC(C)=O)C(OC(C)=O)C1OC(C)=O (stereo not given)	5%	?	0%	0%	1%	-2%	-9%	-13%	-4%
39	COc1ccc(/C=c2\s/c(=C/C(=O)c3ccc(C)cc3)[nH]c2=O)cc1OC	-3%	-6%	2%	0%	1%	-7%	13%	-7%	5%
40	c1ccc(Cn2c(CNc3nc4ccccc4n3CCN3CCCCC3)nc3ccccc32)cc1	4%	?	?	-9%	-8%	-21%	7%	-12%	?
41	Cc1cccc(-c2c3c(=O)n(C)c(=O)n(C)c3cn2-c2ccc(O)cc2)c1	.	.	-27%	.	.	-15%	-1%	-7%	.
42	CC(C)Oc1ccc(C(=O)O)c(C(=O)O)c1	2%	0%	79µM*	-22%	0%	0%	-7%	-21%	-39%
43	CN(C1CCCCC1)C(CNS(=O)(=O)c1ccc(Cl)cc1)c1ccccc1 (stereo not given)	46%	14%	13%	17%	-2%	-21%	4%	3%	-11%

Reformatted with two lines to a compound: part of the list above
Every second line gives: APEX1 inh | G9a block | JMJD2A Tudor inh | POLB inh | BLM helicase inh | Pol eta inh | POLI inh | Pol kappa inh | BAZ2B inh
32	COc1cc(-c2nnn(CC(=O)Nc3ccc(OC(F)(F)F)cc3)n2)cc(OC)c1OC
    . | 7%[59 µM] | 4% | 21% | -9% | . | 34% | 2% | -16%
33	Cc1ccc(NC(=O)C2CCCN(S(=O)(=O)c3cnc[nH]3)C2)c(Br)c1 (stereo not given)
    -1% | 24%[59 µM] | ? | 1% | 0% | -15% | -1% | -1% | 10%
34	CCCCN(C(=O)c1ccccc1F)c1c(N)n(CCC)c(=O)[nH]c1=O
    48% | 8% | 79µM* | 9% | 0% | -10% | 137%[activator] | -5% | -12%
35	CCOC(=O)Nc1ccc2c(COC(=O)CN(C)S(=O)(=O)c3ccc(C)cc3)cc(=O)oc2c1
    . | . | -20% | . | . | -18% | ? | -32% | .
36	Cc1ccccc1Sc1ncnc2onc(C)c12
    -5% | 31% | 7% | 1% | -3% | -2% | 3% | -12% | 4%
37	Cc1ccc(C)c(-n2c(CNC(=O)c3ccco3)nnc2SCC(=O)Nc2nnc(C)s2)c1
    -4% | ? | -17% | 40% | 3% | 0% | -7% | -3% | -31%
38	CC(=O)NC1C(OCc2ccccc2)OC(COC(C)=O)C(OC(C)=O)C1OC(C)=O (stereo not given)
    5% | ? | 0% | 0% | 1% | -2% | -9% | -13% | -4%
39	COc1ccc(/C=c2\s/c(=C/C(=O)c3ccc(C)cc3)[nH]c2=O)cc1OC
    -3% | -6% | 2% | 0% | 1% | -7% | 13% | -7% | 5%
40	c1ccc(Cn2c(CNc3nc4ccccc4n3CCN3CCCCC3)nc3ccccc32)cc1
    4% | ? | ? | -9% | -8% | -21% | 7% | -12% | ?
41	Cc1cccc(-c2c3c(=O)n(C)c(=O)n(C)c3cn2-c2ccc(O)cc2)c1
    . | . | -27% | . | . | -15% | -1% | -7% | .
42	CC(C)Oc1ccc(C(=O)O)c(C(=O)O)c1
    2% | 0% | 79µM* | -22% | 0% | 0% | -7% | -21% | -39%
43	CN(C1CCCCC1)C(CNS(=O)(=O)c1ccc(Cl)cc1)c1ccccc1 (stereo not given)
    46% | 14% | 13% | 17% | -2% | -21% | 4% | 3% | -11%

Bioassay records from PubChem BioAssay.
